NPR2 activator = GC-B (human) receptor activation; P20594; activation, % at 10 µM; actives 0.11% (n = 370,000); HEK293-GC-B cells, CNP EC30, cGMP TR-FRET; 0% at EC30 CNP, 100% saturating CNP;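 active means activation at 10 µM reaching about 35% in either raw or pattern-adjusted values, limit read from the data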
MBD2 inh = inhibitors of human MBD2 binding to methylated oligonucleotide. Q9UBB5. TR-FRET. inhibition, % at 4.4 µM. actives 0.31% (n = 370,000); in the data active means inhibition above about 13%
SIAE inh = human SIAE inhibition, primary screen | Q9HAT2 | SIAE FP-Rh probe binding, fluorescence polarization | inhibition, % at 9.66 µM | actives 0.69% (n = 370,000);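 active means inhibition above a cutoff: mean of compounds within the control limits plus 3 SD of those, cut at about 17% in these data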;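 further: 0% = plate median of compound wells and 100% = probe without SIAE protein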
Target sequence (Q9HAT2 whole entry, looked up): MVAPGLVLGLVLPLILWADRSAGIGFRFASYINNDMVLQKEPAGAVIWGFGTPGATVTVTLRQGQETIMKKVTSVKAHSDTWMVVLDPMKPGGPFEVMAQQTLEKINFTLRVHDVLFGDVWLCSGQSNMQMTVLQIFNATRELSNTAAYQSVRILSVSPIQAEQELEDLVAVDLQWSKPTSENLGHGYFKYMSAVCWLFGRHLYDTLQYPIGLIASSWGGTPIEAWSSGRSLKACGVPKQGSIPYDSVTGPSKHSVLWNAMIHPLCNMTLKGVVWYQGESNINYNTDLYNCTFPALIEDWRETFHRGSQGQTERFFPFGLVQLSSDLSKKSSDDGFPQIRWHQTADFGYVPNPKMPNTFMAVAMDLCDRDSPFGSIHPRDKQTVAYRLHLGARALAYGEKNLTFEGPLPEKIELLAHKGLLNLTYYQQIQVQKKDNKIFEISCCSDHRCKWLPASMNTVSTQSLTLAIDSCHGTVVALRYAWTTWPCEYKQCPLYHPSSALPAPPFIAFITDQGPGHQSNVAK
TCR CD3 inh = blocks the human TCR-CD3 interaction; TAMRA-labeled TCR probe fluorescence, biochemical; inhibition, % at 9.4 µM; actives 0.37% (n = 360,000); AID 651800; in the data active means inhibition above about 19%;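 further: recombinant mutant TCR 2C K166C tagged with TAMRA read by polarization; 0% = receptor in buffer alone and 100% = receptor with positive control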
TDP2 absorb = TDP2 (human) inhibition, absorbance primary screen; inhibition, % at 12.8 µM; actives 0.34% (n = 370,000); AID 720702; recombinant TDP2, T5PNP hydrolysis, p-nitrophenol absorbance 415 nm;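 active means inhibition above the mean of all tested compounds plus 3 SD, set per campaign, cut at about 25% in these data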;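 further: 0% = DMSO with enzyme and 100% = buffer with substrate but no TDP2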
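Test system: human TDP2 enzyme; Input: 120 nM TDP2 per well; Buffer or medium: Mg2+-containing Tris-HCl buffer, pH 7.5; Reagent: 5 mM T5PNP; Dosing: 12.8 µM single point, 1% DMSO; Incubation: reaction 2 h, 37 °C; Detection: p-Nitrophenol epi absorbance; Read-out: % inhibition relative to enzyme-containing and enzyme-free wells; Replicates: single well per compound.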
HTRA1 inh = HTRA1 (human) protease inhibition; actives 0.5% (n = 340,000); recombinant HTRA1, FP-rhodamine activity-based probe, fluorescence polarization; AID 504803; Q92743; inhibition, % at 5.96 µM; in the data active means inhibition above about 36%;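 further: 0% = enzyme with DMSO and 100% = wells lacking enzyme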
ABHD4 inh = inhibits mouse alpha/beta hydrolase domain 4; AID 720543; purified mABHD4, FP-Rh probe fluorescence polarization; Q8VD66; inhibition, % at 8.92 µM; actives 0.54% (n = 370,000);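 active means inhibition exceeding the mean over every tested compound plus 3 SD, cut at about 30% in these data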;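 further: 0% = plate median of compound wells and 100% = S159A mutant with DMSO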
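system = mouse ABHD4 enzyme, wild type | medium = HEPES pH 7.0, NaCl, Pluronic buffer | also added = FP-Rh probe | incubation = Enzyme–compound pre-incubation 45 min, then probe 60 min, both 25 °C | technique = fluorescence polarization, excitation 525 nm, emission 598 nm, BODIPY TMR filters | controls = S159A mutant high control, sample median low control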
PRMT1 inh = PRMT1 (human) inhibition, primary screen; actives 1.3% (n = 370,000); AID 652257; recombinant PRMT1, activity-based probe fluorescence polarization; inhibition, % at 2.79 µM;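 active means inhibition above about 21% made by adding two undisclosed values, limit read from the data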
Target sequence (Q99873 whole entry, looked up): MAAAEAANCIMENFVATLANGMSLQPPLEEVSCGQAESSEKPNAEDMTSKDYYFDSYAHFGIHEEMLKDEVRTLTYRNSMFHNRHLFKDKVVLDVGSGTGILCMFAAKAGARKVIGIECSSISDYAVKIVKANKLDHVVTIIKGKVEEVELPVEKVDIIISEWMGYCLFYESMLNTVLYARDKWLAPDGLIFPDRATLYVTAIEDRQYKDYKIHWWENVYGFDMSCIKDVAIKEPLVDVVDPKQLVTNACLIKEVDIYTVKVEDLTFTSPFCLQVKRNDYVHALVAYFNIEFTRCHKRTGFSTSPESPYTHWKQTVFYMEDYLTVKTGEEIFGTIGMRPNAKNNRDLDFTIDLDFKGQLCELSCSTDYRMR
LEDGF integ inh = blocks HIV-1 LEDGF/p75-dependent DNA integration. TR-FRET IN-LEDGF/p75 DNA integration, Eu/Cy5. inhibition, % at 3.7 µM. actives 0.64% (n = 370,000). AID 743269;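 active means inhibition above the screen-wide mean plus 3 SD, cut at about 13% in these data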;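 further: signal is the Cy5 over europium emission ratio at 671 and 618 nm; 0% = plate median of compound wells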
rCAG binder = binds r(CAG) RNA repeats; AID 651821; inhibition, % at 3 µM; r(CAG) RNA repeat, TO-PRO-1 dye displacement fluorescence; actives 1.3% (n = 370,000);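 active means inhibition above the plate cutoff, the mean of all test compounds on that plate plus 3 SD, cut at about 35% in these data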;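 further: 0% = DMSO alone and 100% = 100 µM mitoxantrone as full dye displacement; higher means more dye released from RNA so lower well fluorescence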
The depositor's hits bear a star; / = no result given.

Order of results – NPR2 activator, MBD2 inh, SIAE inh, TCR CD3 inh, TDP2 absorb, HTRA1 inh, ABHD4 inh, PRMT1 inh, LEDGF integ inh, rCAG binder
(1) O=c1[nH]c(CSc2nc3ccccc3o2)nc2c1cnn2-c1ccccc1
 : -10.0, -2.9, -14.9, 12.1, -3.9, -8.6, -14.1, 19.3, -2.7, 16.7
(2) CCc1ccc(N2C(=O)C3C(C2=O)N2CCCN2C3c2ccccc2)cc1 (centres undefined)
 : -2.1, 2.4, -0.2, -7.3, 5.3, 2.3, 2.8, 0.5, -3.0, -0.3
(3) C[C@@H](CN1C(=O)C(=O)NC[C@@H]1Cc1ccc(O)cc1)NC(=O)Cc1ccccc1
 : 7.2, 3.9, 4.2, 2.5, -8.8, 10.1, 1.0, 2.4, 0.7, 0.5
(4) O=S(=O)(c1ccc(F)cc1)N1CCCC(c2nc(-c3ccc(F)cc3)no2)C1 (centres undefined)
 : 3.7, 0.5, -3.1, 8.6, 10.9, -11.2, -10.6, 0.6, 0.3, -3.7
(5) C=CCOc1c(Br)cc(/C=N/Nc2ccc(C(=O)O)cc2)cc1OCC
 : -2.8, 2.6, 16.2, 4.7, 9.6, -5.5, 27.7, 4.3, 2.7, 83.3*
(6) CCC1=CC(c2ccccc2)n2ncnc2N1 (centres undefined)
 : 4.7, -6.8, -0.2, 7.1, 0.7, 0.1, 4.8, -1.2, -4.9, -1.5
(7) CCc1noc(C)c1C(=O)N(CC)CC(=O)NCc1ccc(F)cc1
 : -2.2, -1.0, 6.6, 6.8, -0.8, 5.3, -4.4, -3.2, 1.6, 0.1
(8) CCc1ccc(C(=O)C(C)OC(=O)c2cccc(S(=O)(=O)N3CCOCC3)c2)cc1 (centres undefined)
 : 2.1, 1.4, -1.6, 6.9, -5.4, -9.7, -1.9, -2.7, 1.8, -1.2
(9) CC(C)N1C(=O)NC2NC(=O)N(C(C)C)C21 (centres undefined)
 : 3.0, -3.3, 0.3, 4.4, -3.4, /, -1.2, -1.2, 0.0, 1.4
(10) CCOC(=O)Cn1c(=O)oc2cc(S(=O)(=O)NCCC(C)C)ccc21
 : 1.2, 5.9, 3.5, -1.0, -8.4, -1.1, -13.4, 9.6, -5.3, -2.3
(11) O=C(c1ccc(COc2ccc(Cl)cc2)cc1)N1CCCCC1
 : -1.3, -0.7, 0.4, 5.0, 1.1, -6.4, 0.5, -0.8, 1.5, -8.0
(12) O=C(CCc1ccccc1)N=C1SC2CS(=O)(=O)CC2N1c1ccc(F)cc1 (centres undefined)
 : 6.7, 1.6, -7.9, 3.1, -4.0, -1.6, -3.3, -2.1, 4.3, 1.1
(13) N/C(=N\O)c1ccccc1N1CCCCC1
 : 5.6, 2.5, 12.0, 0.2, 4.3, 0.0, -0.2, -1.5, 3.5, -1.2
(14) CC1CCC/C(=N/NC(=O)c2ccccc2-n2cccc2)C1 (centres undefined)
 : -0.2, 4.5, 42.4*, 3.1, -4.7, -1.4, 0.1, -1.1, 1.9, -2.0
(15) Cc1noc(C)c1COC(=O)c1cccc(S(=O)(=O)N2c3ccccc3CC2C)c1 (centres undefined)
 : -3.6, 1.1, -3.1, -5.3, -12.7, -20.5, -17.9, 5.0, -4.1, -0.6
(16) COc1ccc(S(N)(=O)=O)cc1C(=O)OCCCC(=O)c1ccccc1
 : 2.2, -6.3, -12.5, 1.6, -12.1, 0.4, -4.3, -6.0, 7.7, 3.9
(17) CCCC(=O)C1=C(N2CCCCC2)CC(C)(C)C(C(=O)OC)C1=O (centres undefined)
 : -1.6, 0.7, -3.5, -12.6, -5.1, 7.0, 1.8, 1.9, -5.6, -5.5
(18) C/C(=N\NC(=O)Cc1cccn1C)c1cccc2ccccc12
 : -5.0, 1.1, -0.3, 0.2, 8.5, -3.9, 8.3, -0.4, 1.8, 4.5
(19) CC[C@H](C)[C@H]1CNC(=S)N1CC1CCN(CCC(C)(C)C)CC1
 : -3.0, -3.0, 5.4, -0.8, -7.3, -0.5, -4.2, -2.6, 0.3, -1.8
(20) CC(CN1CCOCC1)OC(=O)C(c1ccccc1)c1ccccc1 (centres undefined)
 : -4.7, 7.0, 6.7, -0.7, -7.9, -0.4, 2.5, -0.2, 3.4, -7.3
(21) O=C(NCc1cccnc1)c1cn(CCc2ccccc2)nn1
 : 0.5, -0.4, 0.6, -2.5, 11.9, 1.1, 5.2, -1.3, -1.4, -3.2
(22) COc1cccc(N2CCN(C(=S)Nc3cc(C)cc(C)c3)CC2)c1
 : -4.6, 5.2, -4.1, -0.3, -7.2, 5.9, -6.0, 3.4, -7.0, 2.9
(23) Cc1cc(C(=O)N2CCc3ccccc32)ccc1[N+](=O)[O-]
 : 1.5, -3.2, -3.3, -1.0, 4.6, -0.4, 0.8, -1.0, -0.7, -0.3
(24) COc1cccc(CNC(=O)C2CCN(Cc3cnn(-c4ccccc4)c3-n3cccc3)CC2)c1
 : -0.5, -0.6, -7.7, 4.2, -19.7, -12.6, 0.7, -2.2, 2.8, -0.8
(25) CCOc1ccc(-c2cnc(NCc3cccc4ccccc34)n2CCOC)cc1
 : -2.6, -0.9, 7.3, 2.3, 17.5, -6.7, 17.8, 0.5, -1.6, -0.9
(26) COc1ccc(N(CC(=O)Nc2cccc(C)c2)S(=O)(=O)c2ccc(C)cc2)cc1OC
 : 0.0, -1.1, -0.3, 10.5, 3.2, -5.3, 3.8, -2.2, -0.7, -4.6
(27) O=C(NC(=S)N1CCc2ccccc21)c1ccccc1Cl
 : -3.5, -1.1, 8.0, 1.3, 0.8, 2.5, -3.5, 0.3, 0.9, 4.2
(28) CC(C)C[C@@H](CO)N1CCN(Cc2ccc([N+](=O)[O-])cc2)CCC1=O
 : 0.5, -6.2, 8.5, -2.9, -3.6, 4.7, 3.2, -0.8, -0.3, -9.6
(29) C=CCN=C1SC(C)(C)C(=O)N1S(=O)(=O)c1ccc(C)cc1
 : -1.2, -2.4, -7.5, 3.5, -3.0, 0.4, 2.0, 1.0, -3.1, -7.1
(30) CCCn1c(N)c(C(=O)COC(=O)COc2ccc(Cl)c(C)c2)c(=O)n(C)c1=O
 : 6.5, 0.7, -8.0, 8.0, -15.9, -16.8, -11.3, -1.8, -0.1, -0.5

Reformatted field by field: 2 of the compounds above
10: CCOC(=O)Cn1c(=O)oc2cc(S(=O)(=O)NCCC(C)C)ccc21
- NPR2 activator: 1.2
- MBD2 inh: 5.9
- SIAE inh: 3.5
- TCR CD3 inh: -1.0
- TDP2 absorb: -8.4
- HTRA1 inh: -1.1
- ABHD4 inh: -13.4
- PRMT1 inh: 9.6
- LEDGF integ inh: -5.3
- rCAG binder: -2.3
11: O=C(c1ccc(COc2ccc(Cl)cc2)cc1)N1CCCCC1
- NPR2 activator: -1.3
- MBD2 inh: -0.7
- SIAE inh: 0.4
- TCR CD3 inh: 5.0
- TDP2 absorb: 1.1
- HTRA1 inh: -6.4
- ABHD4 inh: 0.5
- PRMT1 inh: -0.8
- LEDGF integ inh: 1.5
- rCAG binder: -8.0

New compounds follow:
Order of results – NPR2 activator, MBD2 inh, SIAE inh, TCR CD3 inh, TDP2 absorb, HTRA1 inh, ABHD4 inh, PRMT1 inh, LEDGF integ inh, rCAG binder
(31) COc1cccc(NC(=O)CN2CCN(CC(=O)Nc3ccccc3Cl)CC2)c1
 : 0.7, 6.0, 5.5, -1.0, -3.3, -6.6, -4.8, 2.8, -4.1, 3.2
(32) CC(C)OC(=O)CC(=O)CSc1nc2c(c(-c3cccs3)c1C#N)CCC2
 : -5.6, -0.7, -38.3, 2.6, -4.3, -33.8, -1.3, 4.1, -2.7, 10.3
(33) Cc1cccc(NS(=O)(=O)c2cccc(C(=O)N3CCN(C/C=C/c4ccccc4)CC3)c2)c1
 : -0.3, 2.6, -9.8, 11.6, -8.3, -27.0, -3.1, -0.3, -2.7, 3.4
(34) CCOC(=O)c1ccc(NC(=O)CSCc2ccco2)cc1
 : -1.9, 1.3, -9.9, -2.4, -4.0, -5.7, -7.8, 81.8*, 3.1, 24.0
(35) O=c1c2c3c(sc2ncn1Cc1ccc(F)cc1)CCC3
 : -0.8, -3.1, 6.4, 8.7, -13.2, 8.2, 5.4, -0.8, -1.1, 5.5
(36) CCCS(=O)(=O)NC(=O)C1(C)CCCN(C(=O)c2ccccc2Br)C1 (centres undefined)
 : -0.1, -1.2, 1.6, 6.8, 3.0, /, 7.4, -1.3, -4.1, 1.3
(37) CCN(CC)C(=O)C1=C(C)N(Cc2ccc(F)cc2)C(=O)C(CC(=O)NCCc2ccccn2)C1 (centres undefined)
 : 7.3, 3.4, 1.6, -5.3, 4.9, 1.6, -1.1, 3.2, -1.6, -0.2
(38) N#Cc1ccccc1S(=O)(=O)N1CCN(c2nc(-c3cccs3)nc3ccccc23)CC1
 : -10.7, 0.8, -5.7, /, 8.0, /, -3.6, -1.6, -0.4, /
(39) Cn1ccnc1SCC(=O)Nc1ccc(SC(F)F)cc1
 : 0.5, 5.9, 3.3, -5.0, -1.8, 3.8, 4.9, 3.6, -3.5, -1.8
(40) COc1cc(CNc2ccccc2SC)ccc1O
 : 0.3, -1.9, 11.4, 9.7, -9.2, 10.7, 8.6, -0.7, -2.0, 0.9
(41) Cc1c(NC(=O)c2cccc(-c3cc4ccccc4oc3=O)c2)cccc1-c1nc2ncccc2o1
 : 4.8, 2.4, -102.6, -4.4, 11.3, -9.2, -3.9, 0.2, 1.0, 10.8
(42) Cc1c(C(=O)Nc2nnc(C(F)(F)F)s2)oc2ccccc12
 : 5.3, -6.2, 1.8, 9.6, -4.6, -1.1, -6.2, -2.5, 2.4, 2.5
(43) Cn1cc(C(=O)c2ccc(Cl)cc2)cc1-c1nc2ccccc2n1C
 : 3.0, -2.6, -0.4, 6.3, 1.9, -26.8, -21.9, -0.9, -0.2, 2.1
(44) Nc1cc2nc3ccccc3oc-2cc1=O
 : -5.9, -8.2, 20.1*, 22.8*, 12.7, 29.8, 46.7*, 24.4*, 12.6, 21.5
(45) CC1(C)CC(NC(=O)COc2ccc3ccccc3c2)CC(C)(C)N1
 : 2.9, 2.3, -6.2, 0.9, 0.9, 1.8, -0.1, 2.2, 1.3, 6.4
(46) CN(C)C(=O)c1ccc(NC(=O)COC(=O)c2cc3c(s2)CCCCC3)cc1
 : -5.1, 0.6, -3.7, -6.0, 4.2, -7.2, 3.8, -0.3, 1.6, 1.2
(47) COc1ccc(-n2cc(C(=O)O)c3ccccc3c2=O)cc1
 : 7.1, 6.3, 7.2, 2.2, -1.9, -0.3, 3.5, -3.1, -0.6, -2.0
(48) COc1ccc(CCN2C(=O)C3CC(C)=C(C)CC3C2=O)cc1OC (centres undefined)
 : 0.7, 3.1, -3.1, 7.2, -10.1, -0.9, -1.6, -2.0, -3.9, -6.7

Screens: PubChem BioAssay, several laboratories

This is a subset; rates above refer to the full screens.
